Source: PubChem BioAssay (several laboratories)
PMI act satM6P: increases human PMI activity with near-saturating mannose 6-phosphate; activation factor at 20 µM; P34949; coupled PMI enzyme assay, resazurin fluorescence, 20 min; stronger effect = higher value; 1 = untreated enzyme, 0 = substrate-free blank; 190,000 compounds, 0.34% hits;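 active = activation factor of 2 or more at 20 µM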
Target sequence (P34949 whole entry, looked up): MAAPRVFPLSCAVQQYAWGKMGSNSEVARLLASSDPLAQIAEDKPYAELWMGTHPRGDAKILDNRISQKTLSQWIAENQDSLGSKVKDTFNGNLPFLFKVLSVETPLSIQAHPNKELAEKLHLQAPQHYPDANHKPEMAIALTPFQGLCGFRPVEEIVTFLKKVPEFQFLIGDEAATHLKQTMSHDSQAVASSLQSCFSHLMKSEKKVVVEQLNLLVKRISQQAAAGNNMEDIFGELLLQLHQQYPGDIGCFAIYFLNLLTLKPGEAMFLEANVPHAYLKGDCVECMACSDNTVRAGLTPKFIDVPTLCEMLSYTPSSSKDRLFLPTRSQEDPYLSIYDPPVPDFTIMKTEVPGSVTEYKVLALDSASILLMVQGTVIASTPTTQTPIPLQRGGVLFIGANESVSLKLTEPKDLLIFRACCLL
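Test system: human phosphomannose isomerase with PGI, G6PDH, diaphorase coupling enzymes; Amount: PMI at 15 ng/mL final; Reagent: Mannose-6-phosphate 1.0 mM (near-saturating) plus 0.22 mM NADP+; Timing: 20 min, room temperature; Technique: resorufin fluorescence at Ex 544/Em 590 nm; Dosing: 20 µM single dose.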
L major viab: reduces viability of Leishmania major promastigotes; inhibition, % at 10 µM; 200,000 compounds, 9% hits; resazurin fluorescence viability; AID 1063; in the data active = inhibition above about 50%;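 note: promastigotes grown with compound for 44 hours at 28 °C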
Hsp70 activator: switches on Hsp70 transcription. HeLa Hsp70 promoter luciferase reporter, luminescence; scaled: vehicle 0, proteasome-inhibitor control 100%. activation, % at 10 µM. 200,000 compounds, 0.04% hits;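 active = activation above the mean across all tested compounds plus 3 SD, cutoff set per campaign, cut at about 5.5% in these data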;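 note: 100% = MG132 at 30 µM as the positive control and 0% = DMSO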
TNAP inh hiacc: blocks human TNAP under high phosphate acceptor concentration | AID 1135 | P05186 | inhibition, % at 20 µM | 200,000 compounds, 0.03% hits | purified TNAP, CDP-star luminescence, 1 M DEA;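 active = over 50% inhibition of tissue-nonspecific alkaline phosphatase at 20 µM in the single-dose screen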;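 note: plate controls were DMSO wells for no effect and EDTA-quenched wells as full inhibition for full effect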
Target sequence (P05186 whole entry, looked up): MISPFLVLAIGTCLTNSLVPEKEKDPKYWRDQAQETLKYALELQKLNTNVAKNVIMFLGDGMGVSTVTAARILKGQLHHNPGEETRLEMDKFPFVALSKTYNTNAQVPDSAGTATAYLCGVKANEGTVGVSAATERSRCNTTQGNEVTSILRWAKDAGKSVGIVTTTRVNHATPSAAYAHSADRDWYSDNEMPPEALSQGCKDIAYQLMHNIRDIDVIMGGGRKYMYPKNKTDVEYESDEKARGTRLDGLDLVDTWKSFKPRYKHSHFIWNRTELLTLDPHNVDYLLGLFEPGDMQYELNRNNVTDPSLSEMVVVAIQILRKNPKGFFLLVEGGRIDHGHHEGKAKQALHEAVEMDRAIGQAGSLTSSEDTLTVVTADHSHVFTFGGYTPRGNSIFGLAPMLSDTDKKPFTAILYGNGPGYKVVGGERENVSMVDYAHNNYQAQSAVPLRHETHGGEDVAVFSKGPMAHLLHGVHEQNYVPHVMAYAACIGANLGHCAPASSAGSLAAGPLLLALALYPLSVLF
RAM inhibit: blocks the yeast RAM network. S. cerevisiae dse1pr::URA3 reporter, 5-FOA growth OD615, 2 d; analog-sensitive cbk1-as2 kinase mutant strain. inhibition, % at 50 µM. 190,000 compounds, 1.8% hits;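 active = inhibition above a set limit, 3 SD over mean compound inhibition, cut at about 8.4% in these data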;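 note: 0% = DMSO-only wells with no growth and 100% = 10 µM 1-NA-PP1 full growth; inhibition rescues growth on 5-FOA so higher OD means more RAM inhibition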
Efa HMGR inh: E. faecalis class II HMG-CoA reductase inhibition; purified E. faecalis HMGR, NADPH absorbance 340 nm kinetic; AID 1066; inhibition, % at 10 µM; 190,000 compounds, 0.41% hits;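 active = inhibition above a set limit, the median over all tested compounds plus 3 SD, cut at about 9.5% in these data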;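 note: enzyme runs in reverse so mevalonate oxidation gives rising NADPH absorbance; 0% = complete reaction with DMSO and 100% = background rate lacking mevalonate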
PMI act: phosphomannose isomerase (human) activation; activation factor at 20 µM; AID 1214; purified human PMI, coupled resazurin fluorescence, 20 min; stronger effect = higher value; 1 = vehicle control, 0 substrate-free wells; 190,000 compounds, 0.005% hits; P34949;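 active = activation factor of 2 or more at 20 µM, relative to plate controls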
Redox H2O2 prof: compounds producing H2O2 with reducing agent – biochemical, NIH compound library profiling, artefact control for MLSCN library redox annotation, primary screen; 200,000 compounds, 0.03% hits; DTT-dependent redox cycling H2O2, phenol red/HRP absorbance; 100% = 100 µM peroxide control, 0% = buffer; activation, % at 10 µM;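 active = activation of at least 50% relative to the plate's high and low controls in the primary single-dose screen; inactive = activation below 50%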;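 note: compound incubated with DTT at 0.8 mM final as the reducing agent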
S1P3 antagonist: blocks the human S1P3 receptor. Q99500. CHO S1P3 NFAT-BLA reporter, FRET fluorescence, antagonist mode. inhibition, % at 4.98 µM. 170,000 compounds, 0.27% hits;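 active = inhibition above the plate cutoff, the mean inhibition of test wells on that plate plus 3 SD, cut at about 28% in these data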;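 note: cells challenged with S1P at its EC80 of 0.8 µM; blue over green emission ratio from cleaved BLA substrate after 4 h stimulation; 0% = S1P-stimulated wells and 100% = unstimulated DMSO-only wells; some compounds past the cut are filed as inactive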
TNAP inh no acc: inhibitors of human TNAP without phosphate acceptor | P05186 | purified TNAP, CDP-star luminescence, 30 min | inhibition, % at 20 µM | 200,000 compounds, 0.26% hits | AID 1012;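 active = tissue-nonspecific alkaline phosphatase inhibition above about 50% at 20 µM in the single-dose screen, limit read from the data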;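 note: 0% = DMSO negative control and 100% = EDTA positive control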
Numbers without * were called inactive; . = no result given. An unsorted share of the library; 12% or so of the library scored in one or more.

SMILES	PMI act satM6P	L major viab	Hsp70 activator	TNAP inh hiacc	RAM inhibit	Efa HMGR inh	PMI act	Redox H2O2 prof	S1P3 antagonist	TNAP inh no acc
COc1ccc(C2C3C(=O)N(Cc4ccccc4)C(=O)C3ON2c2ccccc2)c(OC)c1OC (centres undefined)	0.8	74*	-0.3	-6	4.7	-9	0.8	2.7	-10	-10
CCSc1nc2c(c(=O)[nH]c(=O)n2C)n1CC(O)COc1ccccc1 (centres undefined)	1	-5	-0.2	-7	8.2	-2	1	0.0	-7	-15
COc1ccc(CN2CCN(C(=O)c3ccco3)CC2)cc1	1	-7	0.2	-10	1.1	3	1.1	3.0	7	0
O=C(CC1Oc2ccccc2NC1=O)NC1CC1 (centres undefined)	1	-7	-0.4	-6	0.0	0	0.9	-2.3	0	-4
NC(=O)CSc1nc(C2CC2)nc2sc3c(c12)CCCC3	1	-3	-0.2	-8	-0.1	-6	1	1.6	-21	-14
COc1ccc2c(CCNC(=O)c3ccc([N+](=O)[O-])cc3)c[nH]c2c1	1	9	0.2	-6	1.7	3	0.9	-0.2	5	-11
Cc1ccc(-c2nc(-c3ccc(Cl)cc3)sc2CC(=O)O)c(C)c1	1.1	-5	-0.2	0	9.6*	5	1.1	0.6	14	-11
Cc1csc(NC(=O)CSc2ccc3nnc(-c4ccncc4)n3n2)n1	0.9	4	0.2	-2	1.5	0	1	-0.3	-15	-76
CC(C)C(=O)NC(=S)NCC(=O)c1ccccc1	1.2	-3	-0.4	-2	-0.2	-1	1	2.4	.	-5
COC(=O)C(C(C)=O)C1=C/C(=N\S(=O)(=O)c2ccc(C)cc2)c2ccccc2C1=O (centres undefined)	0.8	48	-0.2	0	0.6	-2	0.8	-0.2	.	-6
CC(CCc1ccccc1)NC(=O)COC(=O)c1ccc(S(C)(=O)=O)c([N+](=O)[O-])c1 (centres undefined)	1.1	0	-0.2	-4	7.0	4	1.2	0.1	-12	-10
O=C(Nc1ccccc1)OC(CN1CCCCC1)C(F)(F)F (centres undefined)	1	2	-0.2	-4	1.1	-1	1.1	-8.6	.	-2
Cc1cc(NC(=O)Cn2c(C)nc3ccccc3c2=O)ccc1Br	0.9	-5	0.0	-3	-0.7	0	0.8	-0.1	.	-8
CC(C)(C)CN1CCNC(=O)C1CC(=O)NCc1cccc(-n2cccn2)c1 (centres undefined)	1	11	-0.1	-5	0.8	2	0.9	-0.3	0	-9
CN(C)/C=C/C(=O)c1cnc(-c2ccccn2)s1	1	-5	0.0	4	1.1	-6	1.1	-0.8	-6	-4
CCS(=O)(=O)N1CCN(C(=O)CCC2CCCC2)CC1	1.1	4	-0.2	-4	-0.5	-1	1	4.2	1	-8
COCCC(=O)N1CCCC(C(=O)c2ccc3c4c(cccc24)CC3)C1 (centres undefined)	0.7	-1	-0.1	8	-1.1	11*	0.9	-0.5	-9	4
Cc1ccc(NC(=O)C2(C)Cc3ccccc3C(=O)O2)cc1 (centres undefined)	1.2	-5	0.1	1	0.2	0	1.3	-0.2	-13	-3
CCN(/C=N/S(=O)(=O)c1ccc(Cl)cc1)CC	1	-8	0.5	-7	-0.3	-3	1	-1.3	4	-14
COc1ccccc1-c1cc(N)n[nH]1	1.3	-4	-0.1	1	2.9	4	1.1	0.2	-57	-9
NC(N)=N/N=C/c1ccccc1	1	26	-0.3	-1	0.0	-2	1	0.3	.	-13
Cc1cc(Nc2ccccc2)nc2cc(O)ccc12	1	83*	-0.1	-2	0.4	-2	1.1	-0.5	-15	-9
CN(C)S(=O)(=O)c1ccc(C(=O)Nc2ccccc2[N+](=O)[O-])cc1	1.1	66*	0.1	-3	1.4	-2	1.1	0.2	-7	-8
C=CCn1c(SCc2cc(=O)n3ccsc3n2)nc2sc(C)c(C)c2c1=O	0.8	.	.	-7	.	.	0.9	.	-13	-11
COc1ccc(S(=O)(=O)Nc2cc(C)nn2-c2ccccc2)cc1	0.9	-5	-0.1	-6	1.2	-5	0.9	0.1	.	-9
CC1(C)CC(=O)C(N=Nc2cc(Cl)c(Cl)c(Cl)c2)=C(O)C1	1	-3	0.6	1	2.1	-2	1	0.4	.	-8
O=C(c1ccc(Cl)c([N+](=O)[O-])c1)N1CCN(C(=O)c2ccco2)CC1	1	-7	-0.2	-6	2.4	-1	1.1	-0.5	-16	-17
O=C(Nc1ccc(Br)cc1)c1ccccc1CC[N+](=O)[O-]	0.8	0	-0.4	0	3.7	-2	0.8	3.9	.	-10
CC(=O)Oc1ccc2nc(-c3cccs3)oc(=O)c2c1	1.1	0	-0.1	4	2.0	-3	1.1	2.5	.	-4
CN(C(=O)c1cccc(C#N)c1)c1nnc(C2CCCO2)s1 (centres undefined)	1	-6	-0.6	-8	0.5	-5	1	2.2	-20	-13
Cc1cc(N2CCN(C3CCCC3)CC2)n2ncc(-c3ccccc3)c2n1	1	.	.	-7	.	.	1	.	4	-12
CCN1C=C(Cc2ccc(F)cc2)C2=C(C1)C(c1ccc(F)cc1)C(C#N)=C(N)O2 (centres undefined)	0.9	32	-0.2	0	0.9	-3	0.9	0.5	.	3
CCc1cc(=O)[nH]c(SCc2ccc(C)cc2)n1	1.1	-21	0.1	-7	0.2	0	1.1	-2.1	-12	-10
Cc1noc(C)c1C1(O)CCCCCCCCCCC1	0.9	19	-0.2	-3	1.9	0	0.9	0.0	-3	0
CCOC(=O)C1C(c2ccccc2)C(C(=O)OCC)S(=O)(=O)C(CCN(CC)CC)S1(=O)=O (centres undefined)	0.9	0	-0.2	-1	-0.8	1	0.9	1.8	4	-9
CCCc1nc2ccccc2n1CC(O)COc1ccc(NC(C)=O)cc1 (centres undefined)	0.9	4	-0.1	1	0.6	-2	0.9	-0.1	-18	-4
O=C(COC(=O)c1ccc(N2CCOCC2)c([N+](=O)[O-])c1)Nc1ccc2c(c1)OCO2	0.9	18	-0.2	-1	4.2	-3	1	-0.8	-18	-5
CC(=O)CC(=O)Nc1ccc(Cl)cn1	1	0	-0.2	-1	2.0	-5	1.1	-0.5	-12	-4
O=C(OCc1nc2ccccc2s1)c1cccc(N2C(=O)CCC2=O)c1	1.1	-8	-0.2	-4	1.3	-1	1.1	0.3	-8	-3
COc1cc(S(=O)(=O)N2CCOCC2)ccc1NC(=O)CSc1nnc(N)s1	1.1	-4	-0.2	-7	1.4	-4	1.2	2.3	22	-17
Cc1ccc(O)c(C2=NCCNC(C(F)(F)F)=C2)c1	1	-4	-0.3	4	2.2	0	1	0.4	.	7
CCN(CC)CCCC(C)NC(=O)c1cc(=O)c2ccccc2o1 (centres undefined)	1.1	0	0.1	-3	1.1	4	1.1	0.4	-4	-6
Cc1nnc(SCC(=O)N2CCOCC2)[nH]c1=O	1	-1	-0.4	-2	3.0	0	0.9	-0.1	4	-6
Nc1nnc(SCC(=O)OCC(=O)Nc2ccccc2F)s1	1.2	-3	-0.3	-5	2.9	7	1.2	0.2	-11	-10
c1ccc(-c2nnc(CSc3nncs3)o2)cc1	0.9	-4	2.0	2	1.3	-5	0.8	0.5	.	-6
CCOC(=O)c1c(NC(=O)c2ccccc2N(C)S(=O)(=O)c2ccccc2)sc2c1CCCC2	0.9	10	-0.4	3	4.2	0	0.8	2.4	-13	-10
Cc1ccc(N2C(=O)C3C(c4ccccc4)(C2=O)C3(c2ccccc2)c2ccccc2)cc1 (centres undefined)	0.9	43	-0.2	-4	6.5	-4	1	0.6	.	3
CN(C)C(=S)Nc1nc2ccccc2s1	0.7	16	-0.1	2	1.6	-6	0.4	-1.2	-13	-10
O=C(NCCN1CCCC1=O)Nc1ccccc1	0.9	-8	0.1	-3	1.2	-1	0.9	2.7	-12	-10
O=C(CCn1c(=S)oc2ccccc21)Nc1ccc2c(c1)OCCO2	0.8	20	-0.1	0	4.3	-9	0.8	-1.4	18	-6
O=C(NC1CCCCC1)NC12CC3CC(CC(C3)C1)C2	0.9	12	0.4	-3	1.1	-1	0.9	-0.3	-1	-12
CCCc1cc(=O)n2c([nH]c3ccccc32)c1C#N	0.7	25	-0.3	-3	0.7	-3	0.7	0.4	.	-5
Cc1cc(C)nc(SCC(=O)Nc2ccc(S(=O)(=O)Nc3ncccn3)cc2)n1	.	-3	-0.3	-7	0.8	2	.	0.4	-9	-5
COc1ccc(NC(=O)c2sccc2C)c([N+](=O)[O-])c1	0.8	-4	-0.1	-1	1.7	1	0.9	0.0	.	-7
COc1ccc(NC(=O)C2CCN(S(=O)(=O)c3cccc4cccnc34)CC2)cc1	0.9	-3	-0.2	-5	6.1	3	0.9	-0.1	-7	-22
S=C(NCCc1ccccn1)Nc1ccc(Cl)cc1Cl	1.1	3	0.0	0	3.8	-3	1	-1.6	5	-3
CCCCCC1(C)NC(=S)N(c2ccccc2)N1 (centres undefined)	3.1*	53*	0.0	5	-0.5	-3	2*	-0.4	6	4
CCC(C)[C@H](NC(=O)NC1CCN(Cc2ccccc2)CC1)C(=O)OC (some centres undefined)	1	70*	-0.4	-4	0.5	-4	0.9	-0.1	.	-9
Nc1cc(C(=O)O)c(Oc2ccc(Cl)cc2Cl)cc1C(=O)O	1	-6	-0.3	-3	-0.8	-5	1.1	0.0	-3	-7
O=C(CNC(=O)c1ccc(-c2ccccc2)cc1)OCc1c(F)cccc1Cl	1	-2	-0.2	0	3.9	-3	1	0.1	-5	-5
(continued)
SMILES	PMI act satM6P	L major viab	Hsp70 activator	TNAP inh hiacc	RAM inhibit	Efa HMGR inh	PMI act	Redox H2O2 prof	S1P3 antagonist	TNAP inh no acc
Cn1c(=O)[nH]c(=O)c2c1nc(N1CCCC1)n2CC(O)COc1ccccc1 (centres undefined)	1	0	-0.3	-4	0.3	-5	1	-0.5	-13	15
CCCSc1nc2cc(OC)c(OC)cc2c(=N)n1CCCN1CCOCC1	1	34	0.2	-2	-0.6	-2	1	-0.3	-3	-6
c1ccc2c(c1)CCN(c1nc3cc4c(cc3s1)OCCO4)C2	0.9	34	-0.3	7	0.8	-2	0.9	1.5	16	7
Cc1cc(NC(=O)CSc2ccc(-c3cccc([N+](=O)[O-])c3)nn2)no1	1.1	-5	-0.2	1	6.5	5	1.1	-0.9	-17	-8
CC(=O)c1sc2nc(-c3cccs3)cc(C(F)(F)F)c2c1N	1.8	-8	0.0	-6	3.0	0	1.3	2.5	30	-10
COc1ccc(CCNC(=O)CSc2nnc3ccc(-c4cccnc4)nn23)cc1	1.1	8	0.3	-2	-0.1	-3	1	-1.4	-9	-10

Arranged by heavy-atom count (low to high): part of the list above
SMILES	PMI act satM6P	L major viab	Hsp70 activator	TNAP inh hiacc	RAM inhibit	Efa HMGR inh	PMI act	Redox H2O2 prof	S1P3 antagonist	TNAP inh no acc
c1ccc2c(c1)CCN(c1nc3cc4c(cc3s1)OCCO4)C2	0.9	34	-0.3	7	0.8	-2	0.9	1.5	16	7
Cn1c(=O)[nH]c(=O)c2c1nc(N1CCCC1)n2CC(O)COc1ccccc1 (centres undefined)	1	0	-0.3	-4	0.3	-5	1	-0.5	-13	15
COc1ccc(CCNC(=O)CSc2nnc3ccc(-c4cccnc4)nn23)cc1	1.1	8	0.3	-2	-0.1	-3	1	-1.4	-9	-10
